# Giardia killer: Small Molecules that selectively kill Giardia lamblia: qHTS; Giardia lamblia trophozoite viability; activity change, % at 7.66 µM, hits read low; hit rate 0.15% among 340,000; AID 540267, 2011; in the data active = activity change below about -80%; inconclusive = between about -30% and that limit;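 also: parasites exposed to compound for two days anaerobically before the ATP read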
#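 Luminescent ATP signal served as the viability read-out, measured 15-30 min after adding ATP detection reagent to trophozoites that had been incubated with compounds for 48 hrs at 37 deg C anaerobically at 100 cells/well.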
# GALK inh: qHTS Assay for Inhibitors of Human Galactokinase (GALK); Potency, µM (titrated, usually from 57.5 µM), for the others: top-dose activity change, negative = inhibition, hits mostly inhibitors; AID 1868, 2009; P51570; Purified GALK, Kinase-Glo residual ATP luminescence; hit rate 0.007% among 270,000; also: potency is read from the fitted curve at half-maximal effect
#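 Compounds were pin-transferred into ATP buffer (35 uM final), then GALK plus galactose (5 nM, 100 uM final) was added. After 1 h at room temperature, Kinase-Glo Plus was added and luminescence read after 10 min.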
# KCNH2 WT inh: qHTS for Inhibitors of KCHN2 3.1: Wildtype qHTS; Voltage-gated inwardly rectifying potassium channel KCNH2 (Homo sapiens), Q12809; U2OS, BacMam KCNH2, thallium flux FluxOr; hits give low values; activity change, % at 1.84 µM; hit rate 0.37% among 340,000; AID 720551, 2013;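 active = maximum activity change below -70%; inconclusive = maximum activity change between -70% and -50%; inactive = maximum activity change above -50%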
#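 U2OS cells transduced with wild-type KCNH2 virus are loaded with FluxOr dye for 45 min, and thallium flux is measured in kinetic reads before and after stimulation buffer. Rate constants are normalized to DMSO controls.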
# Coupling enz: qHTS Assay for Inhibitors of Fructose-1,6-bisphosphate Aldolase from Giardia Lamblia: Coupling assay counterscreen; activity change, negative = inhibition, % at 58.2 µM, hits read low; hit rate 0.67% among 290,000; AID 2472, 2010; coupling enzyme system counterscreen, AmpLite Red fluorescence; in the data active = activity change below about -30%
#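 Counterscreen lacking aldolase: glyceraldehyde-3-phosphate coupling-enzyme reagent preincubated 10 min at RT with compound (at 57.5 uM final), then substrate/coupling system with AmpLite Red added; fluorescence read at 525/598 nm after 20 min RT.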
# uPA generation: qHTS for Inhibitors of Cell Surface uPA Generation; cell surface uPA generation assay, qHTS; Potency, µM (doses to about 38.3 µM), inactives show top-dose activity change, negative = inhibition, usual class: inhibitors; hit rate 0.31% among 330,000; AID 540303, 2011; active = well fitted inhibition curve with a large enough effect; inconclusive = small, poorly fitted or top-dose-only effect; inactive = no such curve, though single readings can be large or run the other way; tested in mouse RAW 264.7 cells; also: potency is read from the fitted curve at half-maximal effect; nearly all actives have a fitted effect of over 55% in size
# BCR signal inh: qHTS Assay to Find Inhibitors of Chronic Active B-Cell Receptor Signaling; ABC-DLBCL IkBa-CBG/CBR reporter, luminescence ratio, 4 h; Potency, µM (highest dose often 46.1 µM), for the others: at the top dose ratio change, negative = lower green/red ratio, most hits filed as inhibitors; hit rate 0.05% among 340,000; AID 493014, 2011; active = well fitted inhibition curve with a large enough effect in the signal ratio, with a control signal flat, not every such curve was filed as active; inconclusive = small, poorly fitted or top-dose-only effect, or effect the other way, or a change in a side signal; the % refers to the signal ratio;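 also: potency is read from the fitted curve at half-maximal effect; plate controls were basal doxycycline-induced cells for no effect and cells given 10 µM MG132 for full effect; MG132 reads +100%, hits lower the ratio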
#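 Concentration-response series (up to 46 uM) were applied to TMD8 dual-reporter cells for 4 h at 37C with doxycycline. Green/red ratio, after filter-overlap correction, defined %Activity; red signal alone was normalised to basal cells and zero luminescence.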
# KCNH2 3.1 inh: qHTS for Inhibitors of KCHN2 3.1: Mutant qHTS. activity change, % (tested at about 1.8 µM). Potassium voltage-gated channel subfamily H member 2, brain isoform KCNH2 3.1 (human). U2OS KCNH2 3.1, thallium flux FluxOr; hits give low values. hit rate 0.95% among 340,000;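 active = maximum activity change below -70%; inconclusive = maximum activity change from -70% to -50%; inactive = maximum activity change above -50%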;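 also: thallium influx rate constant from kinetic fluorescence after stimulation buffer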
#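 Normalized rate constant (relative to positive and negative DMSO controls) derived from a 2 min kinetic fluorescence read after stimulation; U2OS cells expressing the 3.1 isoform via virus at 1.77 x 10^8 /mL.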
# PKM2 activator: qHTS Assay for Activators of Human Muscle isoform 2 Pyruvate Kinase. Pyruvate kinase PKM (Homo sapiens), P14618. purified PKM2, Kinase-Glo ATP luminescence, activation; response scale: 0% is enzyme alone, no compound. Potency, µM (titrated, usually from 57.5 µM), for inactives: at the highest dose activation, hits mostly activators. hit rate 0.34% among 260,000. AID 1631, 2009; also: potency is read from the fitted curve at half-maximal effect; nearly all actives have a fitted effect of over 55% in size
# Target sequence (P14618 whole entry, looked up, canonical isoform): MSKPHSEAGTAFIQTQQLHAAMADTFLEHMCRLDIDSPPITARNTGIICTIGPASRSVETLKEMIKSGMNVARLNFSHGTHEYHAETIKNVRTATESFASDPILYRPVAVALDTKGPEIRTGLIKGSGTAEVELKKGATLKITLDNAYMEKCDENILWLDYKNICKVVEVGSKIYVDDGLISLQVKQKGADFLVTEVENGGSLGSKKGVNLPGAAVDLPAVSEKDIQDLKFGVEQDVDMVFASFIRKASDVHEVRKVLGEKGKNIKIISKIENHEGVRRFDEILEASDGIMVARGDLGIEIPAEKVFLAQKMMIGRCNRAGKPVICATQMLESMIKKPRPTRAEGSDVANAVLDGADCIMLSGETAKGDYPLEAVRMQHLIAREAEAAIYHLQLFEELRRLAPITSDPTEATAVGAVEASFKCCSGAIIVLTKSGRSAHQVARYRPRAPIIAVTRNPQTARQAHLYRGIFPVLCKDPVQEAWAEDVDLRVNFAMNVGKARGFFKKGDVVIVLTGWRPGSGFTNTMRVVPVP
#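 Purified hPK-M2 (>95%) run at intermediate activity with 0.1 mM ADP and 0.5 mM PEP in 50 mM imidazole pH 7.2, KCl, MgCl2; 1 h room temperature. ATP formed read by Kinase-Glo luminescence; normalized to uninhibited and no-enzyme controls.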
# Eya2 phos inh: qHTS Assay for Inhibitors of the Phosphatase Activity of Eya2; hit rate 0.006% among 330,000; Potency, µM (doses to about 76.9 µM), for inactives: at the highest dose activity, negative = inhibition, hits mostly inhibitors; AID 488837, 2010; Protein phosphatase EYA2 (Homo sapiens), O00167; recombinant Eya2, OMFP fluorescence dephosphorylation (OMFP is methylfluorescein phosphate); also: potency is read from the fitted curve at half-maximal effect
#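 Eya2 (0.2 uM) preincubated 10 min at ambient with compound, then OMFP substrate added at 50 uM; 10 min reaction in 50 mM HEPES pH 7.5, 50 mM NaCl, 5 uM MgCl2, 0.05% BSA, 1 mM DTT. Fluorescence read at Ex 485/Em 525 nm.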
# USP2a block: qHTS Assay for Inhibitors of Ubiquitin-specific Protease USP2a Using CHOP2 as the Reporter; USP2 core, Ub-CHOP2 coupled fluorogenic reporter, 485/531; Ubiquitin carboxyl-terminal hydrolase 2 (Homo sapiens), O75604; AID 463254, 2010; Potency, µM (top dose mostly 38.3 µM), without a hit: at the highest dose activity change, negative = inhibition, most hits filed as inhibitors; hit rate 0.01% among 330,000;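 also: potency is read from the fitted curve at half-maximal effect; plate controls were DMSO wells for no effect and full inhibition by NEM control for full effect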
# Target sequence (O75604 whole entry, looked up): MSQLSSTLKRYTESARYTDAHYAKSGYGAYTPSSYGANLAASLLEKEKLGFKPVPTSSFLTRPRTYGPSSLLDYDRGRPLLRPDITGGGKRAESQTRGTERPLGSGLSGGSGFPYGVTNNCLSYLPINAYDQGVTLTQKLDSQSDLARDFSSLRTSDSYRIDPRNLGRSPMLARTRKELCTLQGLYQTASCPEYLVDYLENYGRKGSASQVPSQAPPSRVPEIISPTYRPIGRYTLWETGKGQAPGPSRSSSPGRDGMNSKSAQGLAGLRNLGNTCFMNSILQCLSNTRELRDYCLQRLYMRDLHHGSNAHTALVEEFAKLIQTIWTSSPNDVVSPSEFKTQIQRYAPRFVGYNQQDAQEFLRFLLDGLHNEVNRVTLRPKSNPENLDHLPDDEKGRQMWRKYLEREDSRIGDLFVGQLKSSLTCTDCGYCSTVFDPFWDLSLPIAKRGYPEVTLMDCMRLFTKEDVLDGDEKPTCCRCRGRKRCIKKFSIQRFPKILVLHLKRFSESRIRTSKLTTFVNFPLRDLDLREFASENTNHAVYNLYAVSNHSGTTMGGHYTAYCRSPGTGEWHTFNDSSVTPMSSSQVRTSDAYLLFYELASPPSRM
#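 USP2 core (10nM final) preincubated 30min RT with compound in 20mM Tris-HCl pH 8.0, 2mM CaCl2, 2mM beta-mercaptoethanol, 0.05% CHAPS; 25nM Ub-CHOP2 plus 25nM reporter substrate added, fluorescence (Ex485/Em531) read after 60min.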
# B2AR arrestin: qHTS assay of beta-arrestin-biased ligands of beta2-adrenergic receptor; Beta-2 adrenergic receptor (Homo sapiens), P07550; hit rate 0.02% among 330,000; AID 492947, 2010; beta-arrestin recruitment to beta2AR, cell-based reporter; Potency, µM (top dose mostly 46.1 µM), for inactives: top-dose activation, most hits filed as activators;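 also: potency is read from the fitted curve at half-maximal effect; 0% = DMSO controls and full agonism = EC100 isoproterenol or metaproterenol; nearly all actives have a fitted effect of over 65% in size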
# * = called active by the depositor; ? = inconclusive; . = no result given. Unless noted, calls follow the shape of the dose curve; as a rule, active = well fitted curve in the direction sought with a large enough effect; inconclusive = small, poorly fitted or top-dose-only effect, or another doubt; inactive = no such curve, though single readings can be large; an effect the other way counts as inactive or inconclusive. Unless noted, % is scaled to controls: 0 for no effect and ±100 for the full control effect.
SMILES,Giardia killer,GALK inh,KCNH2 WT inh,Coupling enz,uPA generation,BCR signal inh,KCNH2 3.1 inh,PKM2 activator,Eya2 phos inh,USP2a block,B2AR arrestin
CCCCN(C(=S)NC(=O)c1cc(OC)c(OC)c(OC)c1)c1c(N)n(Cc2ccccc2)c(=O)[nH]c1=O,-4,-2%,4,2,-2%,?,-7,21%,-6%,0%,-0.4%
O=C(C1CCN(C2CCN(Cc3ccsc3)CC2)CC1)N1CCOCC1,12,-7%,19,.,4%,0%,-6,-7%,0%,1%,0.0%
CCCCOc1ccc(OC(=O)Nc2cc(Cl)ccc2OC)cc1,-2,-2%,-5,0,?,?,4,0%,7%,-12%,0.4%
Cc1ccc(C2CC(c3ccccc3)=NN2C(=O)CSc2nnc(-c3ccncc3)n2C)o1 (configuration not stated),-6,0%,-1,4,6%,-2%,9,-3%,-3%,2%,-0.9%
Cc1cc2ccccc2c(=O)[nH]1,9,0%,-16,1,8%,2%,-3,0%,-6%,6%,-0.3%
O=C(O)C1C2CCCCC2=C2CCCCC2C1C(=O)c1ccccc1 (configuration not stated),-6,6%,24,0,-7%,?,-1,-3%,11%,0%,-0.5%
COc1ccc(S(=O)(=O)N2CCC(C(=O)N3CCc4ccccc4C3)CC2)cc1,2,1%,10,1,1%,-4%,-12,3%,3%,-5%,-0.9%
Cc1cc(S(=O)(=O)NCC(=O)O)ccc1F,2,0%,1,-1,3%,?,5,0%,-2%,0%,-0.2%
O=C1/C(=C\c2ccc(Br)o2)SC(=Nc2ccccc2)N1c1ccccc1,11,5%,-6,0,1%,?,-5,-3%,10%,3%,-0.5%
NC(=O)c1ccsc1NC(=O)COC(=O)CNC(=O)c1ccc(F)cc1,7,.,22,.,9%,0%,-2,.,-1%,0%,-0.3%
C=CCn1c(SCC(=O)Nc2ccc(NC(C)=O)cc2)nc2sc(C)c(C)c2c1=O,1,.,-3,.,-2%,?,-9,.,-7%,1%,0.0%
CN1CC(=O)N(CC(=O)N2N=C(c3ccc(Cl)cc3)CC2c2ccco2)C1=O (configuration not stated),-9,-2%,-24,-4,0%,2%,-1,?,3%,0%,0.1%
O=C1C2ON(c3ccc(Br)cc3)C(c3cccnc3)C2C(=O)N1C1CCCCC1 (configuration not stated),2,0%,-8,4,-3%,?,-15,-2%,10%,1%,-0.1%
Cn1c(COc2ccccc2)nnc1SCC(=O)Nc1ccc(S(N)(=O)=O)cc1,-15,3%,-13,3,.,-18%,4,0%,-14%,2%,0.5%
COc1ccccc1NS(=O)(=O)c1ccc(N/N=C(\C)C(C)C)c([N+](=O)[O-])c1,12,-4%,-3,-1,-1%,0%,-13,-2%,-3%,0%,-1.0%
Cc1ccc(N2CCN(C(=O)N3CCOCC3)CC2)c(C)c1,9,11%,4,1,1%,-6%,?,.,-11%,2%,-0.1%
CCCn1c(=N)c(C#N)cc2c(=O)n3cccc(C)c3nc21,.,0%,.,0,.,8%,.,1%,-5%,2%,-0.1%
CC(C)N(c1ccccc1)c1ncnc(NCCC(=O)O)c1[N+](=O)[O-],-27,-2%,-23,10,1%,6%,14,-3%,24%,0%,-0.1%
Cc1ccc2c(c1)C1(OCCO1)C(=O)N2,22,0%,-11,4,1%,4%,16,5%,25%,5%,0.4%
COC(=O)c1ccc(N=NNc2ccccc2)cc1,-3,0%,12,-5,2%,?,2,1%,-9%,1%,-0.3%
COc1ccc(NC(=O)CSc2nnc(Cc3ccccc3)o2)c(OC)c1,1,0%,5,0,3%,1%,-5,-20%,13%,-2%,3.5%
COc1ccccc1Nc1ccc([N+](=O)[O-])cn1,-6,-1%,5,-2,-4%,?,-10,?,-2%,1%,-0.9%
Cn1c(CCc2ccc(N)cc2)nc2ccccc21,-19,5%,-2,0,?,1%,2,-18%,-4%,2%,0.3%
COC(=O)c1cc(S(=O)(=O)N2CCCCCC2)c[nH]1,-30,.,10,0,8%,-9%,0,2%,4%,0%,0.3%
O=C(COc1ccc(S(=O)(=O)N2CCOCC2)cc1Cl)NCc1ccccn1,12,1%,-2,1,5%,-7%,-11,18%,4%,2%,0.2%
COc1cc(/C=C/C(=O)C2C(=O)C=C(C)OC2=O)cc(OC)c1O (configuration not stated),-21,0%,-3,-7,3%,-14%,8,4%,11%,3%,-0.9%
CC1CCCN(S(=O)(=O)c2csc(C(N)=O)c2)C1 (configuration not stated),1,7%,-4,2,7%,-13%,-5,.,-11%,0%,-0.2%
CS(=O)(=O)N1CCCC(C(=O)Nc2c(F)cccc2F)C1 (configuration not stated),-4,4%,-6,1,4%,2%,-2,10%,-5%,0%,-0.3%
Cc1ccc(S(=O)(=O)N2CC(C(=O)O)Oc3ccccc32)cc1 (configuration not stated),?,-2%,16,0,1%,0%,11,.,21%,3%,0.4%
c1ccc(-c2nnc3sc(-c4ccncc4)nn23)cc1,-6,0%,0,2,.,2%,0,2%,-22%,-1%,0.0%

# Quoted from the listing:
# KCNH2 WT inh, `Cc1cc(S(=O)(=O)NCC(=O)O)ccc1F` stands at 1
# Eya2 phos inh, `C=CCn1c(SCC(=O)Nc2ccc(NC(C)=O)cc2)nc2sc(C)c(C)c2c1=O` stands at -7%

# Next section.
SMILES,Giardia killer,GALK inh,KCNH2 WT inh,Coupling enz,uPA generation,BCR signal inh,KCNH2 3.1 inh,PKM2 activator,Eya2 phos inh,USP2a block,B2AR arrestin
Cc1csc(CN(C)C(=O)CC2C(=O)NCCN2Cc2ccc(Cl)c(F)c2)n1 (configuration not stated),-3,0%,2,-2,11%,-3%,16,.,5%,0%,0.3%
CCn1c(C)cc(/C=C2/SC(=O)N(CC(=O)N3CCCC3)C2=O)c1C,-16,-1%,0,-1,1%,?,-1,.,?,0%,0.5%
Cc1cc(=O)[nH]c(SCC(=O)Nc2nc(-c3ccccc3)cs2)n1,8,-2%,-10,11,3%,?,-14,-2%,1%,-5%,-0.1%
CCCCNC(=S)NNC(=O)c1nn(C)cc1Cl,15,0%,11,4,-3%,-15%,11,1%,5%,1%,-0.2%
N#Cc1ccc(NC(=O)COc2ccc(-n3cnnn3)cc2)cc1,-6,.,-28,.,-1%,7%,4,.,3%,2%,-0.1%
Cc1ccc(NC(=O)/C(C#N)=C/c2ccsc2)c(C)c1,-15,1%,6,0,7%,2%,11,3%,-4%,0%,-0.7%
CC(CN1CCCCC1)C(=O)NN (configuration not stated),24,9%,0,5,1%,4%,0,1%,-7%,0%,-0.1%
CCNC(=O)/C(C#N)=C/c1c(N2CCCCCC2)nc2c(C)cccn2c1=O,11,-4%,1,-2,-2%,?,-19,.,-7%,4%,-0.1%
CCOC(=O)c1csc(NC(=O)Nc2cccc(Cl)c2)n1,6,0%,15,0,5%,0%,16,-26%,4%,2%,-0.4%
CCOCC(=O)Nc1ccc(C)c(Cl)c1,-12,0%,1,2,-6%,-14%,0,-9%,-41%,4%,-0.2%
CCN1CN=C(NS(=O)(=O)c2ccc(C)cc2)NC1,5,0%,13,1,.,10%,0,-6%,-24%,5%,-0.7%
Cc1ccccc1NC(=O)CC1C(=O)NCCN1C(=O)c1cccc(Cl)c1 (configuration not stated),-3,9%,-23,0,10%,-1%,-3,-1%,20%,0%,0.3%
COc1ccc(/C=C/C(=O)c2ccc(O)cc2)cc1,?,0%,1,6,?,?,-18,-3%,-8%,-2%,-0.5%
COc1ccc(OC)c(C2=Nn3c(nnc3-c3ccco3)SC2)c1,13,2%,-4,1,-5%,?,2,12%,11%,4%,0.3%
Cc1ccc(NC2=C(CC(=O)O)C(c3ccccc3)N(c3ccc(C)cc3)C2=O)cc1 (configuration not stated),-14,1%,-11,5,-15%,?,-5,?,-4%,-1%,2.7%
COCC(=O)N1CCC(Oc2ccc(C(=O)NCCCC3CCCC3)cc2)CC1,10,-10%,-12,.,-4%,?,.,-1%,0%,-1%,0.2%
CCOc1ccc(N=Cc2c(O)c3ccccc3oc2=O)cc1,7,3%,-18,0,-2%,-1%,-5,-44%,4%,1%,0.4%

# Screening results deposited in PubChem by National Center for Advancing Translational Sciences (NCATS).
